# E-sel TNF inh – TNF alpha driven E-selectin expression inhibition; inhibition, % at 2 µM; HUVEC TNFa-induced E-selectin immunofluorescence, high content; actives 0.71% (n = 120,000);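 active = inhibition above the batch mean plus 3 SD, and confirmed as a hit on visual image review, cut at about 43% in these data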;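 also: 0% = TNF-stimulated DMSO wells and 100% = unstimulated control wells; not every result past the cut was called active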
# NPY Y2 blocker – blocks the human neuropeptide Y Y2 receptor; P49146; NPY-Y2 expressing cells, antagonist mode; inhibition, % at 2.7 µM; actives 0.99% (n = 140,000); AID 793; in the data active = inhibition above about 17%;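 also: 0% = vehicle with agonist challenge and 100% = reference antagonist with challenge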
# Target sequence (P49146 whole entry, looked up): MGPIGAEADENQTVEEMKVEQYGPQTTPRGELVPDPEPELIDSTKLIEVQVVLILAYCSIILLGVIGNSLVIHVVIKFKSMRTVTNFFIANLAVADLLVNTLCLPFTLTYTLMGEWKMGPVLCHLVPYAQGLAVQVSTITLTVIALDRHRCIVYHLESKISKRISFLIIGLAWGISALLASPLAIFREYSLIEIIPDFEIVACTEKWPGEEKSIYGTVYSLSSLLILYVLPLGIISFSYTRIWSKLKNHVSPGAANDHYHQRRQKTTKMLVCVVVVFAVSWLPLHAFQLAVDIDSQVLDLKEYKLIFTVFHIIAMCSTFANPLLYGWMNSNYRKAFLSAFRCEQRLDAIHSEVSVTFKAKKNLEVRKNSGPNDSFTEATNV
# BB579 growth dn – yeast BB579 growth reduction in restrictive medium. actives 0.51% (n = 140,000). inhibition, % at 10 µM. S. cerevisiae BB579 growth, OD615, 48 h;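 active = inhibition above a set limit, 3 SD over the mean compound inhibition, cut at about 44% in these data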; also: inactives centre near -24
#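 Test system: S. cerevisiae DeaD strain BB579 yeast; Medium: restrictive CSMM-D medium; Compound: one dose, 10 µM compound with 0.25% DMSO; Incubation: 4 h cell preincubation, 48 h compound exposure, 30 °C humidified; Signal: OD at 615 nm; Benchmarks: amphotericin B at 10 µg/mL as positive control.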
# Yeast lifespan up – yeast lifespan extension; inhibition of the nicotinamide effect, % at 10 µM; actives 0.68% (n = 130,000); S. cerevisiae growth with nicotinamide, OD615; deaD strain in restrictive glucose medium; AID 775;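 active = inhibition above a set limit, placed 3 SD over the median of all compounds, cut at about 26% in these data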;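 also: 0% = nicotinamide-treated wells and 100% = cells grown without nicotinamide; some compounds called inactive have numbers as strong as hits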
#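 Test system – modified budding yeast, DeaD strain · Compound – single dose 10 µM compound, 0.25% DMSO · Times – culture preincubation 4 h, compound exposure 48 h, both 30 °C · Detection – optical density (absorbance) at 615 nm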
# HCT116 bCat-KO – beta-catenin-lacking colon tumor cell growth suppression | HCT116 beta-catenin knockout viability, CellTiter-Glo, 60 h; stronger effect = lower value | viability, % at 10 µM | actives 1.5% (n = 140,000);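 active = viability at or under a set limit, the compound median less 4 SD, cut at about 6% in these data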;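 also: 0% = Hyamine 1622 control at 20 µM and 100% = untreated cell control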
# Measles CPE – protection of cells from measles virus. Measles virus-infected cells, CPE protection, absorbance. protection (pct of control), % at 4 µM. actives 1.5% (n = 140,000). AID 841; in the data active = protection mostly above about 24%, no sharp cut-off; inactive = mostly below about 26%; also: some compounds called inactive have numbers as strong as hits
# HCT116 PTEN-null – suppresses growth of cells with PTEN deletion. viability, % at 10 µM. HCT116 PTEN-null viability, CellTiter-Glo, 60 h; stronger effect = lower value. actives 1.2% (n = 140,000). AID 827;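 active = viability at or below a set limit, 4 SD under the median of all tested compounds, cut at about 3.7% in these data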;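 also: PTEN knockout HCT116 line with beta catenin targeted HCT116 as companion control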
# GALR2 antag – antagonists of human galanin receptor 2 (GALR2); actives 0.39% (n = 140,000); AID 828; inhibition, % at 4 µM; GALR2-expressing cells, antagonist mode; in the data active = inhibition above about 27%;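 also: cells stimulated with galanin 1-16 at roughly its EC80; 0% = agonist challenge control and 100% = basal control without agonist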
# Target sequence (O43603 whole entry, looked up): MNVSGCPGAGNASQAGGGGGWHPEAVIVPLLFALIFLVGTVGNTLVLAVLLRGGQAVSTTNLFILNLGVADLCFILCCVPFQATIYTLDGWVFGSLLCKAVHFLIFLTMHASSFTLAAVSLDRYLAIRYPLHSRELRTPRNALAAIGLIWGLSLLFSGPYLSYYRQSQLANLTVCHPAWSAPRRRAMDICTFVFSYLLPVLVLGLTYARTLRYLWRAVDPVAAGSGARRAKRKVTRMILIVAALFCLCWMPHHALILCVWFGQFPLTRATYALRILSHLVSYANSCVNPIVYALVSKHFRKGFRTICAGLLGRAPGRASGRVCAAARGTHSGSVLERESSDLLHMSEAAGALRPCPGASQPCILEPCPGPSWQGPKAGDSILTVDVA
# MRP1 act – activates MRP-1; H69AR cells + doxorubicin, viability rescue, CellTiter-Glo; viability increase, % at 10 µM; actives 0.61% (n = 140,000);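 active = viability gain under doxorubicin at or above a set limit, the compound median plus 3 SD, cut at about 4.7% in these data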;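 also: MRP-1 overexpressing cells given doxorubicin 25 µM after compound pretreatment; 18-22 h compound pretreatment then 72 h with doxorubicin before readout; 0% = doxorubicin-only wells and 100% = vehicle-treated cells without doxorubicin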
# Phagocyt inh – macrophage phagocytosis inhibition. J774A.1 macrophage IgG-bead phagocytosis, imaging. inhibition, % at 5 µM. actives 0.07% (n = 110,000);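 active = inhibition above the mean of the plate negative controls plus 5 SD, cut at about 13% in these data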;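 also: phagocytic index as fraction of beads internalized from green versus red external bead signal; plate controls were DMSO negative control for no effect and cytochalasin-D positive control for full effect; some results beyond the cut were filed as inactive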
# Active calls of the source: *; · = no result given.
SMILES,E-sel TNF inh,NPY Y2 blocker,BB579 growth dn,Yeast lifespan up,HCT116 bCat-KO,Measles CPE,HCT116 PTEN-null,GALR2 antag,MRP1 act,Phagocyt inh
Cn1nnnc1SCC(=O)NC(=O)Cc1ccccc1,-4,2,-19,2,90,18,93,-8,-2.0,-1
COC(=O)C(NC(=O)c1ccc(Cl)cc1)(Nc1nc(C)cs1)C(F)(F)F (centres undefined),-10,1,-12,-9,98,3,91,1,-2.1,·
CCOC(=O)CSc1nnc(-c2ccoc2C)n1-c1ccc(C)cc1,28,3,-38,·,99,21,94,-7,-1.1,·
O=C(NCCN1C(=O)CCC1=O)c1ccncc1,-12,1,-12,2,96,34,100,-5,2.6,-1
CCN1CCN(c2ncnc3c2sc(=S)n3-c2ccccc2)CC1,31,3,46*,-9,69,3,68,-4,-3.0,0
CSc1cc(-c2ccc(Cl)cc2)n(Cc2ccccc2)c(=O)c1C#N,1,4,-17,-3,90,5,94,-3,-2.1,0
Cc1cccc(-c2noc(CSc3ccccc3)n2)c1,13,5,-37,-25,78,17,104,5,-0.1,·
CC(=O)Nc1ccc(Nc2cc(C)nc3c(-c4ccc(Cl)cc4)c(C)nn23)cc1,·,-6,-54,-7,90,5,74,-15,0.0,-6
CCOc1ccc(-n2cc(C(=O)N3CCN(C)CC3)c3cc(OC)c(OC)cc3c2=O)cc1,-22,1,-31,-25,96,25,107,12,-2.4,-1
COC(=O)Cc1cc(=O)oc2cc(OC)ccc12,-32,0,-23,-5,106,15,104,-1,-0.3,-1
CN(C)CCCNC(=O)CC(c1ccc(F)cc1)c1ccco1 (centres undefined),-32,2,-53,-4,105,3,104,7,-1.1,-1
CCCCCCn1c(=O)c(F)cn(Cc2ccc(OC)c([N+](=O)[O-])c2)c1=O,-10,4,-38,-14,56,20,54,-10,0.1,0
COc1ccc(C(=O)N2CCC(C(=O)Nc3cccc(C)c3)CC2)cc1OC,·,-1,18,-15,92,10,89,-3,-1.1,0
CCOC(=O)c1ccc(NC2c3ccccc3C(=O)N2c2cccnc2)cc1 (centres undefined),0,0,13,-10,58,23,61,7,-2.6,0
COc1cc(C(=O)Nc2nc3ccc(C)cc3s2)ccc1OCc1c(C)noc1C,·,-1,-30,-14,75,10,69,4,0.3,·
Clc1ccc(Cc2ccc(SCc3ccccc3)nn2)c(Cl)c1,5,4,-29,-8,84,9,81,-16,1.6,·
COC(=O)C1CCN(C(=O)C2CCCCC2)CC1,-17,-2,-19,-12,103,6,107,0,0.3,4
Cc1ccccc1NC(NC(=O)c1cccs1)C(Cl)(Cl)Cl (centres undefined),-61,5,-22,-4,79,12,69,-2,-1.4,-2
CCOC(=O)c1cnc(SCC(=O)Nc2sc(C)c(C)c2C#N)nc1N,·,1,-12,-4,2.8*,2,3.1*,0,-5.5,-2
NC(=O)COC(=O)c1ccc2c(c1)S(=O)(=O)N=C1CCCCCN12,·,4,-37,6,87,5,89,14,0.4,4
CC(/C=C/c1ccccc1)=N\Nc1nc(-c2ccccc2)cs1,-44,11,-36,-5,95,8,94,2,0.6,0
O=C(Nc1nnc(SCc2ccccc2Cl)s1)C1COc2ccccc2O1 (centres undefined),-9,3,-52,-8,89,19,87,-1,-1.0,-1
O=C(COc1ccccc1Cl)Nc1nc(-c2cccs2)cs1,7,5,-36,-13,84,33,79,3,0.7,-3
COCCNC(=O)c1c[nH]c2ccc(OC)cc2c1=O,·,-3,-59,-2,101,5,107,-5,-0.5,0
CC(C)Nc1nnc(SCC(=O)c2c(N)n(Cc3ccccc3)c(=O)n(C)c2=O)s1,-7,2,-5,-20,80,16,66,-8,-3.8,·
COc1ccccc1CC(NC(C)=O)C(=O)NC1CCN(c2nnnn2-c2ccccc2)CC1 (centres undefined),-14,2,1,-16,100,11,107,-5,-1.0,-1
Cc1ccc(O)c(C2=NOC(O)(C(F)(F)C(F)F)C2)c1 (centres undefined),·,6,-18,-3,95,11,91,14,-2.5,-3
OCCOc1nnnn1-c1ccccc1,-8,-1,-17,-5,90,18,96,-5,-1.8,2
Cc1ccc(C(=O)COC(=O)CCC(=O)Nc2ccccc2Cl)cc1[N+](=O)[O-],5,-1,-2,-7,86,25,95,-8,-3.2,-2
CC(C)NC(=O)c1ccc(N2CCOCC2)nc1,-9,5,-8,-3,94,7,100,-10,-0.4,·
Cc1nn(C(=O)c2cccs2)c(N)c1-c1ccccc1,-3,0,-27,-14,86,32,96,8,-0.1,0
COc1ccccc1S(=O)(=O)Cc1ccc(C(=O)NCCN2CCCC2)o1,20,4,-61,-6,103,·,105,16,0.2,-3
COc1ccccc1-c1cc(C(=O)NCc2cccs2)no1,-12,4,-51,-13,107,16,100,0,-0.3,0
CC(C)c1ccc(NC(=O)CSc2nnc(-c3ccccn3)n2C)cc1,·,4,-47,-3,86,12,94,-15,-1.7,5
COc1ccc(/C=C2\CCC(C3CCCC3)C2=O)cc1Cn1cccn1 (centres undefined),·,4,-39,1,74,34,68,-2,0.5,-5
COc1ccccc1NS(=O)(=O)c1cccc(NC(=O)c2ccc3ccccc3n2)c1,7,5,-17,-5,65,8,51,15,-2.6,-19
COC(=O)c1ccc(S(=O)(=O)N2CCCCC2)o1,·,0,-25,-7,96,7,96,-15,-3.3,3
CCOC(=O)c1ccc(NC(=O)CCc2ccc(CC)o2)cc1,14,5,-23,-12,95,5,96,-6,-1.4,2
CC1(C)N=C(C(=O)c2ccccc2)N(O)C1(C)O (centres undefined),-7,-1,-27,0,100,10,100,-8,-0.1,·
O=c1cc(C(F)(F)F)nc(-c2ccccc2)[nH]1,56,-1,-26,-37,76,5,73,-1,-0.6,1

# Three compounds drawn at random from the list so far:
SMILES,E-sel TNF inh,NPY Y2 blocker,BB579 growth dn,Yeast lifespan up,HCT116 bCat-KO,Measles CPE,HCT116 PTEN-null,GALR2 antag,MRP1 act,Phagocyt inh
Clc1ccc(Cc2ccc(SCc3ccccc3)nn2)c(Cl)c1,5,4,-29,-8,84,9,81,-16,1.6,·
Cc1ccccc1NC(NC(=O)c1cccs1)C(Cl)(Cl)Cl (centres undefined),-61,5,-22,-4,79,12,69,-2,-1.4,-2
COc1ccc(C(=O)N2CCC(C(=O)Nc3cccc(C)c3)CC2)cc1OC,·,-1,18,-15,92,10,89,-3,-1.1,0

# The results go on.
SMILES,E-sel TNF inh,NPY Y2 blocker,BB579 growth dn,Yeast lifespan up,HCT116 bCat-KO,Measles CPE,HCT116 PTEN-null,GALR2 antag,MRP1 act,Phagocyt inh
CN1CCN(C(=O)C2(NC(=O)Nc3ccccc3Cl)CCCCC2)CC1,-20,-1,-19,·,98,5,94,-7,-1.1,·
Cc1ccc(CN(c2ccc(C(=O)N3CCOCC3)cc2)S(C)(=O)=O)cc1,-51,6,-34,-16,95,4,96,17,-1.6,0
CC(C)[C@H](NC(=O)[C@H](CC(=O)O)NC(=O)[C@H](CCCCN)NC(=O)[C@@H](N)CCCN=C(N)N)C(=O)N[C@@H](Cc1ccc(O)cc1)C(=O)O,·,-1,-40,2,95,3,101,-8,-0.2,·
COc1cc(NC(=O)c2cnn3c(C)cc(C)nc23)c(OC)cc1Cl,-19,2,-43,-12,110,5,100,-6,-1.5,-1
CC1(C)C2CCC(C2)C1(C)NC(=O)CN1CCOCC1 (centres undefined),-8,2,-5,-9,106,6,105,10,-3.7,0
Cc1[nH]n(-c2ccccc2)c(=O)c1CCOC(=O)c1ccc(C(F)(F)F)cc1,21,3,-39,18,93,2,83,2,-2.8,·
COc1ccc(CCNC(=O)C2CCN(S(=O)(=O)c3cccc4nsnc34)CC2)cc1OC,·,0,-26,-15,85,5,82,-12,-3.0,·
CCC1CC2CC(NC(C)=O)C1C2 (centres undefined),·,0,-14,-7,90,29,101,6,-2.2,·
CCC1(C)NC(=O)N(CC(=O)N2N=C(c3ccccc3)CC2c2ccc(OC)cc2)C1=O (centres undefined),0,5,-6,-1,92,5,83,5,0.1,-4
CC(N=C1NS(=O)(=O)c2ccccc21)c1ccccc1 (centres undefined),33,1,-12,-3,88,19,97,7,-0.5,·
CCSC1=N/C(=C\c2ccc(-c3ccccc3[N+](=O)[O-])o2)C(=O)S1,48,4,-3,0,91,3,88,10,-2.1,·
Cc1c(NC(=O)OC(C)C)sc(=S)n1C,6,1,-25,·,101,26,91,6,1.2,·
CC(C)N(C(=O)Cn1c(-c2ccccc2Cl)nc2ccccc21)c1ccccc1,9,5,-50,5,79,34*,77,-5,3.5,-7
C=CCn1c(SC(CCO)C(=O)NCc2ccco2)nc2sc3c(c2c1=O)CCC3 (centres undefined),23,2,-22,-9,96,26,92,-4,-4.1,0
CC(C)Oc1ccc(C(=O)NNC(=O)c2ccccc2C(=O)O)cc1,10,0,-23,5,76,10,69,-1,3.0,5
Cc1ccc(OCn2c(=O)sc3ccccc32)cc1,-36,6,-29,-13,94,9,87,-4,-0.3,-4
COc1cc(/C=N/Nc2ccc3ccccc3c2)ccc1OC(=O)c1ccco1,-6,-5,-4,-6,78,2,80,10,-3.1,-14
Cc1ccc(N2NC(C)(c3cccs3)NC2=S)cc1 (centres undefined),·,-4,98*,-10,89,26,88,0,-2.7,-3
CCCCCc1c(O)c2ccccc2[nH]c1=O,4,-1,-24,-6,93,36*,110,-10,0.8,0
CCCn1c(SCC(=O)NCCc2ccc(Cl)cc2Cl)n[nH]c1=O,12,0,-39,-3,100,17,96,9,-2.9,3
Cc1ccc(O)c(C(=O)/C=C/c2ccc3c(c2)OCCCO3)c1,·,8,-26,-1,36,31,30,-5,-5.8,2
COc1ccc(CCN2CC34C=CC(O3)C(C(=O)NCc3ccccc3)C4C2=O)cc1OC (centres undefined),6,2,-19,-9,110,5,102,-6,-1.6,-4
Cc1cc(C)c(OCC(=O)Nc2ccccn2)c([N+](=O)[O-])c1,3,1,-36,0,98,5,93,0,0.4,2
Nc1ccc2nc(-c3ccc(N)c(Cl)c3)[nH]c2c1,-19,-2,-47,·,66,20,65,10,-3.3,·
CC(/C=N/N1CCN(c2ccccc2)CC1)=C\c1ccccc1,-34,0,-29,-4,81,27,101,-4,-0.9,-1
CC1=CC(=Nc2c(C)n(C)n(-c3ccccc3)c2=O)C=C(C)C1=O,·,3,-22,1,12,8,4,6,-7.5,-5
Cc1ccc(CNC(=O)c2ccc(CN3CCOCC3)cc2)cc1,·,3,-52,-7,104,25,88,-7,0.1,0
CCC1CCC(NC2CCCCNC2=O)CC1 (centres undefined),·,1,1,-7,96,4,99,-6,-1.1,3
Cc1nn(CCCC(=O)Nc2cc(Oc3ccccc3)cc([N+](=O)[O-])c2)c(C)c1[N+](=O)[O-],·,-2,-9,1,86,15,89,17,-0.1,-9
Cc1cc(C)c2c(c1)cc(C)c1nnc(SCC(=O)N3CCCc4ccccc43)n12,11,0,-4,-4,84,5,78,4,-1.6,-11
CC(C)OC(=O)c1ccc(Cn2nnc3ccccc3c2=O)cc1,11,2,-35,-6,82,39*,88,-7,-0.9,0
COc1ccc(Oc2ccc(/C=C/C(=O)c3cccc(OC)c3)cc2[N+](=O)[O-])cc1,-7,9,-42,2,2.0*,11,1.9*,-4,-5.0,-3
Cc1ccc2cccc(OCCOCCOc3ccccc3Br)c2n1,44,2,-17,-5,52,13,60,-9,-1.7,0

# Assay outcomes (PubChem BioAssay)
